# HEK293 cAMP cs = parental HEK293 cAMP activation (counter-screen). parental HEK293 CNG cAMP sensor, membrane potential fluorescence. 73,000 compounds, 2.5% hits. Potency, µM (highest dose often 57.1 µM), for inactives: at the top dose activation, most hits filed as activators; further: potency means the concentration at half of the fitted maximal effect; % of control where 0% means no effect; nearly all actives have a fitted effect of over 55% in size
#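 Parental HEK 293 cells stably expressing a cAMP-gated CNG channel were loaded with membrane potential dye containing 100 uM RO 20-1724 for 60 min. Compound added for 30 min; depolarization read as fluorescence intensity at 590 nm.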
# Luciferase inh = inhibitors of firefly luciferase. purified firefly luciferase, luminescence, 8 min. Potency, µM (top dose mostly 57.1 µM), for the others: top-dose activity change, negative = inhibition, usual class: inhibitors. 72,000 compounds, 2.2% hits; further: potency means the concentration at half of the fitted maximal effect; on the % scale 0 is the no-effect control and ±100 the full control effect; nearly all actives have a fitted effect of over 40% in size
# Target sequence (P08659 whole entry, looked up): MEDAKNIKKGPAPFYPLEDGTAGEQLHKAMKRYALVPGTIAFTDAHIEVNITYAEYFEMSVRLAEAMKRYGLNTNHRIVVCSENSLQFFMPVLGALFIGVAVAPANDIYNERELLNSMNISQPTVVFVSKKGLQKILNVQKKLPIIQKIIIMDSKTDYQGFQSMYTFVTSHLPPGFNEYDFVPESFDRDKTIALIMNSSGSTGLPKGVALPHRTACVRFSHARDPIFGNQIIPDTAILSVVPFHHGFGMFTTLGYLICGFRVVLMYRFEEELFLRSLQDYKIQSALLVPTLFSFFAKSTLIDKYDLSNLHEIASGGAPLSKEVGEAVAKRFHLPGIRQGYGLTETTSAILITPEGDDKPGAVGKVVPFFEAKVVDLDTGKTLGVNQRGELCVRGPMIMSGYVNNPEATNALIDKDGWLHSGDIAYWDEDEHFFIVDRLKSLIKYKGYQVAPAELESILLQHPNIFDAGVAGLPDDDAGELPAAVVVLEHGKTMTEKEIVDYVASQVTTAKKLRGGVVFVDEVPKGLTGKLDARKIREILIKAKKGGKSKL
#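 Inhibition of light generation by firefly luciferase from ATP and luciferin was profiled with concentration-response curves per sample, ATP held at 10 uM within the enzyme's linear range. Plates were read by luminescence after an 8-minute ambient incubation.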
# TexasRed autofl = compounds fluorescent in Texas Red spectral region; max dye-equivalent concentration, M; 59,000 compounds, 0.06% hits; Compound fluorescence, Texas Red channel, 547/618 nm; hits give high values; in the data active means max dye-equivalent concentration above about 10 nM; inconclusive means between about 1.1 nM and that limit
#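 Dye-equivalent concentrations come from scaling compound signal (ex 547, em 618 nm) to six Texas Red standard concentrations run on every plate, after 15 min room-temperature incubation in pH 8.0 Tris (100 mM).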
# Caspase-7 inhib = blocks human caspase-7 allosterically or competitively; Potency, µM (doses to about 57.5 µM), for the others: top-dose activity change, negative = inhibition, usual class: inhibitors; P55210; recombinant caspase-7, Ac-DEVD-AFC fluorescence rate; 75,000 compounds, 0.02% hits; active means well fitted inhibition curve with a large enough effect in the main read-out, with a control signal flat, not every such curve was filed as active; inconclusive means small, poorly fitted or top-dose-only effect, or a change in a side signal; further: potency means the concentration at half of the fitted maximal effect; % of control where 0% means no effect
# Target sequence (P55210 24-198 limits assumed): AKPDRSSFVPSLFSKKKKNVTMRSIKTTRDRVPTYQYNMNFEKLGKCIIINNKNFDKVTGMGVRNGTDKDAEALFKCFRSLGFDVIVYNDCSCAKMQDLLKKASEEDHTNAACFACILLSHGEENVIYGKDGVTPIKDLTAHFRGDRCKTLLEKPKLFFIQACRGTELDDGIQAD
# Target sequence (P55210 207-303 limits assumed): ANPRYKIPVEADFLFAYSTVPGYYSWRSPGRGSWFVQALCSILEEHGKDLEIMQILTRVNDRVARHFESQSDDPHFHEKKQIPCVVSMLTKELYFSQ
# Rhodamine fluor = rhodamine region autofluorescence. 59,000 compounds, 0.05% hits. Rhodamine-region fluorescence, 547/598 nm, Tris buffer; hits give high values. max dye-equivalent concentration, M; in the data active means max dye-equivalent concentration above about 11 nM; inconclusive means between about 1.1 nM and that limit
#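 Compound fluorescence in 100 mM Tris, pH 8.0, read after 15 min at room temperature with 547 nm excitation and 598 nm emission. Output is dye-equivalent concentration from an on-plate rhodamine standard series.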
# Casp1 inh = caspase-1 (human) inhibition, allosteric or competitive; 75,000 compounds, 0.03% hits; Caspase-1 enzyme, Ac-WEHD-AFC fluorogenic rate; Potency, µM (series often up to 57.5 µM), for the others: at the highest dose activity change, negative = inhibition, most hits filed as inhibitors; P29466;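 further: potency means the concentration at half of the fitted maximal effect; plate controls were vehicle for no effect and no substrate for full effect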
# Fluorescein autfl = fluorescein region autofluorescence; Compound autofluorescence, 480/540 nm, fluorescein-equivalent; hits give high values; max fluorescein-equivalent concentration, M; 59,000 compounds, 0.91% hits; in the data active means max fluorescein-equivalent concentration above about 10 nM; inconclusive means between about 1.1 nM and that limit
#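 Fluorescein stocks ranging 3 mM down to 300 nM, plus DMSO blanks, were pinned alongside compounds to build a per-plate standard curve. Buffer: 100 mM Tris, pH 8.0. Incubation 15 min, room temperature; filters 480/540 nm.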
# Tau filament bind = binders of human tau filaments | recombinant tau filaments, thioflavin S fluorescence, 15 h; filaments grown with octadecylsulfate alongside compound | Potency, µM (doses to about 57.1 µM), inactives show at the top dose activity change, negative = inhibition | 71,000 compounds, 2% hits | AID 596;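 further: potency means the concentration at half of the fitted maximal effect; on the % scale 0 is the no-effect control and ±100 the full control effect; actives lower thioflavin S fluorescence by blocking filaments or displacing dye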
#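 Thioflavine S fluorescence (ex 450, em 510 nm) reports filaments formed from 1 uM human tau plus 30 uM ODS over 15 h at 37 C (10 mM HEPES pH 7.4, 100 mM NaCl, 5 mM DTT); compounds displacing dye or blocking filaments lower signal.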
# ERK AVP inh = blocks ERK signaling stimulated by vasopressin; 72,000 compounds, 0.99% hits; HEK293-V1b, vasopressin-stimulated pERK AlphaScreen; Potency, µM (top dose mostly 57.5 µM), inactives show at the top dose activity, negative = inhibition, actives largely listed as inhibitors; further: potency means the concentration at half of the fitted maximal effect; on the % scale 0 is the no-effect control and ±100 the full control effect; nearly all actives have a fitted effect of over 55% in size
#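 HEK293 cells stably expressing V1b receptor, seeded overnight in 1% FBS, were treated with compounds for 30 min at 37C, then stimulated 5 min with 25 nM vasopressin; phospho-ERK read by AlphaScreen SureFire after lysis.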
# 4-MU autofl = compounds fluorescent in 4-MU spectral region. 59,000 compounds, 11% hits. AID 589. max dye-equivalent concentration, M. compound autofluorescence, 340/450 nm, 4-MU equivalents; hits give high values; in the data active means max dye-equivalent concentration above about 10 nM; inconclusive means mostly about 1.1 nM to 9.6 nM
#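 Compounds in 100 mM Tris, pH 8.0, sat 15 min at room temperature before fluorescence was read at 340 nm excitation/450 nm emission; a per-plate six-point 4-MU standard curve converted signals to dye-equivalent concentration at each compound concentration.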
# A350 autofl = compounds fluorescent in Alexa 350 spectral region. 59,000 compounds, 11% hits. Compound autofluorescence, 340/450 nm, Alexa 350 dye-equivalents; hits give high values. max dye-equivalent concentration, M; in the data active means max dye-equivalent concentration above about 10 nM; inconclusive means mostly about 1.1 nM to 9.6 nM
# An asterisk follows results filed as active; i = inactive; ? = inconclusive; . = not tested or not shown; [ ] = dose if it differs, or a comment. Unless noted, the call rests on the fitted dose curve; in most records, active means well fitted curve in the direction sought with a large enough effect; inconclusive means small, poorly fitted or top-dose-only effect, or another doubt; inactive means no such curve, though single readings can be large; an effect the other way counts as inactive or inconclusive. Only part of the results is shown, so the mix of outcomes need not match the whole.
cpd	structure	HEK293 cAMP cs	Luciferase inh	TexasRed autofl	Caspase-7 inhib	Rhodamine fluor	Casp1 inh	Fluorescein autfl	Tau filament bind	ERK AVP inh	4-MU autofl	A350 autofl
1	CCn1c(SCC(=O)N2CCCc3ccccc32)nnc1-c1c[nH]c2ccccc12	9%	2%	i	0%	i	1%	?	8%	?	i	i
2	COc1ccc(CNc2ncncc2-c2cccc(C#N)c2)c(OC)c1	?	-1%[2.29 µM]	i	-4%	i	-4%	i	12%	?	i	i
3	CCS(=O)(=O)n1nc(-c2ccc(OC)cc2)nc1SC	10%	1%	i	-1%	i	0%	i	13%	-7%	i	i
4	O=C(O)CC1CCCC(c2ccccc2)C1=O (stereo not given)	1%	4%	i	0%	i	-1%	i	2%	6%	i	i
5	COc1ccccc1NC(=O)CSc1nnc(CC(=O)Nc2ccccc2)n1C	3%	-22%	i	-1%	i	0%	i	-8%	-11%	i	i
6	O=C(C1COc2ccccc2O1)N1CCCC1 (stereo not given)	-2%	2%	.	2%	.	0%	.	12%	4%	.	.
7	CCOC(=O)C(NC(=O)c1ccccc1OCC)(Nc1ncccn1)C(F)(F)F (stereo not given)	?	0%	i	-2%	i	-3%	i	-6%	-14%	i	i
8	O=C(Cn1c(N2CCN(c3ccccc3)CC2)nc2ccccc21)c1ccccc1	25%	0%	i	0%	i	2%	?	-4%	-19%	i	i
9	CCOC(=O)Cn1c(-c2nonc2NC(=O)c2ccccc2F)nc2ccccc21	11%	2%	.	-1%	.	-3%	.	-1%	25%	.	.
10	CCCc1nc2c(o1)CC(CC(C)SCC)CC2=O (stereo not given)	17%	-4%	.	1%	.	-2%	.	4%	-16%	.	.
11	CC(C)NC(=O)C1CCN(C(=O)N(C)C)CC1	12%	1%	i	0%	i	1%	?	3%	-6%	i	i
12	CCOc1c(C#N)c(C#N)c2nc(C)cc(C)n12	4%	1%	i	1%	i	1%	i	5%	0%	i	i
13	CCOC(=O)N1CCC(NC(=O)Cn2ncn3c(cc4sc(CC)cc43)c2=O)CC1	3%	2%	i	0%	i	0%	?	14%	16%	i	i
14	CC(=O)CC(=O)[C@@]1(O)CC[C@@H]2[C@@H]3C=C(C)C4=CC(=O)CC[C@@H]4[C@H]3CC[C@]21C	14%[25.6 µM]	2%[25.5 µM]	i	0%[25.7 µM]	i	-1%[25.7 µM]	i	3%[25.6 µM]	-7%[25.7 µM]	i	i
15	CC1CCCCN1S(=O)(=O)c1ccc(C(=O)Nc2nnc(-c3ccccc3Cl)o2)cc1 (stereo not given)	18%	3%	i	-8%	i	1%	i	71%	31%[activator]	i	i
16	CCCn1c(C2CC(=O)N(c3cc(OC)ccc3OC)C2)nc2ccccc21 (stereo not given)	5%	-4%	.	0%	.	-3%	.	?	.	.	.
17	Cc1c(C)n(CC(O)CN2CCOCC2)c2ccccc12 (stereo not given)	3%	-1%	?	-6%	i	-6%	?	-1%	-1%	i	i
18	O=C(CSc1ccccc1Cl)c1ccco1	17%	1%	i	0%	i	3%	i	3%	10%	i	i
19	O=C(c1ccco1)N1CCC(n2nnc3ccccc32)CC1	10%	1%	i	-1%	i	-1%	i	-1%	4%	i	i
20	CC1=C(C(=O)OCC(C)C)C(c2cc3c(cc2Br)OCO3)NC(=O)N1C (stereo not given)	24%	-2%	.	3%	.	-6%	.	110%	-9%	.	.
21	CCN(CC)CCCNc1oc(-c2cccc(Cl)c2)nc1C#N	5%	2%	?	-3%	i	-4%	?	-16%	-3%	6.3e-08M*	7.5e-08M*
22	CCOc1ccccc1N(C(=O)CNC(=O)c1ccco1)C(C(=O)NC(C)(C)C)c1ccncc1 (stereo not given)	3%	5%	i	1%	i	-1%	i	3%	-2%	i	i
23	CC(C)c1ccc(NC(=O)C(c2ccccc2)N2CCOCC2)cc1 (stereo not given)	20%	-5%	.	-1%	.	2%	.	-12%	-14%	.	.
24	O=C(CSc1nnc(-c2ccncc2)o1)Nc1ccccc1Cl	2%	2%	i	0%	i	0%	?	-1%	-1%	i	?
25	COc1cc(-c2cc(=O)c3ccccc3o2)ccc1O	-5%	-8%[11.4 µM]	?	-3%	i	-2%	i	?	?	i	?
26	C=C(C)Cn1c(CCCNC(=O)C(C)(C)C)nc2ccccc21	3%	0%	i	1%	i	3%	i	4%	12%	i	i
27	CCCCSc1cc(C)nc2ncnn12	4%	4%	.	-2%	.	0%	.	0%	-13%	.	.
28	OC(COCc1ccccc1)CN1CCN(c2ccccc2)CC1 (stereo not given)	?	1%	i	-1%	i	-1%	?	0%	7%	i	i
29	CCOC(=O)N1CCN(S(=O)(=O)N(C)C)CC1	3%	1%	?	-1%	i	1%	?	-1%	7%	i	i
30	COc1cccc(OC)c1C(=O)Nc1ccc(NC(=O)c2ccco2)cc1	8%	-1%	?	-2%	i	0%	i	-6%	4%	i	i

# Entries listed so far marked active in A350 autofl:
nr | structure | Luciferase inh | TexasRed autofl | Caspase-7 inhib | Rhodamine fluor | Casp1 inh | Fluorescein autfl | Tau filament bind | 4-MU autofl | A350 autofl
21 | CCN(CC)CCCNc1oc(-c2cccc(Cl)c2)nc1C#N | 2% | ? | -3% | i | -4% | ? | -16% | 6.3e-08M* | 7.5e-08M*

# (further entries)
cpd	structure	HEK293 cAMP cs	Luciferase inh	TexasRed autofl	Caspase-7 inhib	Rhodamine fluor	Casp1 inh	Fluorescein autfl	Tau filament bind	ERK AVP inh	4-MU autofl	A350 autofl
31	Cc1ccc(C2CC(c3cccc(C)c3)n3ncnc3N2)cc1 (stereo not given)	9%	-2%	.	-4%	.	-1%	.	-15%	-2%	.	.
32	CC(Sc1nnc2ccccn12)C(=O)Nc1ccc(Cl)cn1 (stereo not given)	3%	3%	i	-1%	i	3%	?	-1%	9%	?	?
33	CCN1CCN(CC(=O)Nc2ccc3c(c2)OCO3)C(=O)C1=O	7%	1%	.	0%	.	-2%	.	-1%	.	.	.
34	CNc1nc(-c2ccc(N(C)C)cc2)nc2ccccc12	-72%[inhibitor]	-20%[2.29 µM]	i	-8%	i	-5%	i	i	-2%	i	?
35	c1ccc2c(c1)ncc1cccn12	0%	-2%	.	-6%	.	-10%	.	0%	11%	.	.
36	CC1(C)Cc2noc(N)c2C(C)(C)N1OC(=O)c1ccco1	-1%	1%	i	4%	i	0%	i	-1%	13%	i	i
37	Cc1cnc(-c2nnc(N(C)C(=O)c3ccccn3)s2)cn1	-1%	0%	i	0%	i	-2%	i	-4%	7%	i	i
38	COC(=O)c1ccc(NC(=O)C2CCN(S(C)(=O)=O)CC2)cc1	?	5%	i	2%	i	1%	i	-2%	0%	i	i
39	CCN(CC)c1ccc(N)cc1	-29%	.	.	-1%	.	-3%	.	13µM*	?	.	.
40	CCOC(=O)C1=C(C)NC2=C(C(=O)CC(C)(C)C2)C1c1ccc2c(c1)CCCN2C (stereo not given)	1%	2%	i	?	i	?	?	-26%	-23%	7.7e-08M*	8.5e-08M*
41	O=C1[C@H]2[C@@H](C(=O)N1c1cc(Cl)cc(Cl)c1)[C@]1(C(=O)Nc3ccccc31)N1CCC[C@@H]21	12%	5%	i	-21%	i	-11%	?	?	?	i	i
42	COc1ccc(OC)c(-c2cc(C(=O)NCc3cccs3)no2)c1	10%	2%	i	-1%	i	-1%	i	14%	-2%	2.1e-08M*	1.3e-08M*
43	O=C(C1CCN(c2nnc(-n3cccc3)s2)CC1)N1CCN(c2cccc(C(F)(F)F)c2)CC1	?	-4%	?	-1%	i	0%	i	61%	-26%	i	i
44	N#Cc1c(N2CCOCC2)nc(-c2ccco2)c2c1CCCC2	.	-1%[25.5 µM]	i	.	i	.	i	.	.	?	1e-08M*
45	CC1(C)O[C@H]2O[C@@H]([C@H](O)CON3C(=O)c4ccccc4C3=O)[C@H](O)[C@H]2O1	5%[11.4 µM]	0%[11.4 µM]	.	2%[11.5 µM]	.	-1%[11.5 µM]	.	.	-6%[11.5 µM]	.	.
46	O=c1cnc2cnc(Nc3ccccc3)nc2n1CCc1ccccc1	17%	1%[11.4 µM]	i	-25%	i	?	i	-1%	-12%	i	i
47	CN(C)c1ccc(CNC(=O)C2CCN(S(=O)(=O)c3ccc4c(c3)CCC(=O)N4)CC2)cc1	0%	-1%	.	-3%	.	-4%	.	-28%	-25%	.	.
48	CCCCCc1c(C)nc(Nc2ccc(F)cc2)[nH]c1=O	-1%	1%	i	-2%	i	-2%	i	?	25%	i	i
49	CC1CN(C(=O)C(C)Sc2nc3ccccc3s2)CC(C)O1 (stereo not given)	5%	-1%	i	0%	i	1%	i	5%	-6%	i	i
50	O=C(N/N=C\c1ccccc1O)c1ccccc1O	3%	1%	.	-22%	.	-4%	.	32µM*	?	.	.
51	CCOc1ccc(N2CC(C(=O)NCCCN3CCOCC3)CC2=O)cc1 (stereo not given)	5%	0%	i	-1%	i	1%	i	-3%	-7%	i	i
52	Cn1c(NC(=O)C2c3ccccc3Oc3ccccc32)cc(=O)n(C)c1=O	-16%	2%	i	-2%	i	-1%	i	11%	0%	i	i
53	COc1cccc(NC(=O)CSc2nc3c(c(-c4ccco4)c2C#N)CCCC3)c1	18%	2%	?	-2%	i	0%	?	?	7%	1.5e-08M*	1.5e-08M*
54	Cc1nc(N)sc1-c1csc(Nc2ccccc2)n1	-20%	-4%	i	-6%	i	-2%	?	20µM*	-13%	i	i
55	CC(=O)C(Sc1nc(N2CCOCC2)nc(N2CCOCC2)n1)C(=O)Nc1ccccc1 (stereo not given)	11%	0%	i	-24%	i	-16%	?	23%	-20%	4.3e-08M*	4.6e-08M*
